Source: PubChem BioAssay
NCI-60 one-dose screen, 48 h, at 10 µM unless noted. Numbers give growth in % (100 = growth as untreated, 0 = no growth, -100 = all killed).
MDA-MB-468 – MDA-MB-468 breast cancer; hit rate 8.5% among 78,000
SR – SR leukemia cells. hit rate 8.7% among 73,000. AID 1794780
K-562 – K-562 leukemia | hit rate 7.4% among 78,000
MDA-MB-231 – MDA-MB-231 breast cancer. hit rate 5% among 81,000. AID 1794789
MOLT-4 – MOLT-4 leukemia cells; hit rate 6.9% among 80,000
T-47D – T-47D breast cancer | hit rate 5% among 79,000 | AID 1794792
MCF7 – MCF7 breast cancer; hit rate 6.3% among 82,000; AID 1794796
BT-549 – BT-549 breast cancer; hit rate 4.4% among 78,000; AID 1794793
Numbers without * were called inactive; nt = no result given; [ ] = another dose, or the depositor's remark. The calls were made as follows: active = growth percent below 10; inactive = the rest.

compound | MDA-MB-468 | SR | K-562 | MDA-MB-231 | MOLT-4 | T-47D | MCF7 | BT-549
Cc1ccc(-c2nc(/C=N/Nc3cc(C)nc4ccc(Br)cc34)c(C)o2)cc1 | -89.0* | 2.3* | -33.2* | -91.9* | -34.7* | -8.4* | -78.6* | 86.3
S=C(Cc1ccccc1)N1CCN(c2ccccc2Cl)CC1 | 100.7 | 70.3 | 89.8 | 100.3 | 82.1 | 94.4 | 109.9 | 96.6
COc1ccc(-c2cc(C(=O)Oc3ccc(C=O)cc3OC)nn2-c2ccc(S(C)(=O)=O)cc2)cc1 | 106.8 | 84.9 | 96.1 | 94.3 | 86.6 | 92.2 | 84.5 | 104.9
CC(C)(C)C(=O)C(=O)C(C)(C)C | 104.3 | 95.6 | 94.4 | 116.1 | 99.4 | 102.0 | 102.5 | 110.3
CN(C)c1ncnc2c1ncn2-c1ccccc1 | 110.7 | 92.0 | 103.1 | 100.1 | 96.5 | 95.5 | 100.4 | 107.8
Cc1ccc2nc3c(nc2c1)c1cc(I)ccc1n3CCN(C)C | 5.1* | 10.8 | 4.5* | 14.8 | 10.0 | 44.8 | -4.4* | 60.2
NC1=NNC(=O)C1 | 91.6 | 95.1 | 87.8 | 101.3 | 90.3 | 96.7 | 94.6 | 103.1
Nc1nc(Cl)nc2c1ncn2C1CCC(CO)O1 (stereo not drawn) | 98.5 | 99.3 | 114.9 | 102.8 | 103.5 | 112.3 | 100.2 | 97.7
CC(=O)c1cc(C(=O)c2ccc3c(c2)Sc2ccccc2N3)c2cccc(C)n12 | 89.5 | 76.1 | 72.8 | 79.1 | 70.1 | 82.3 | 80.7 | 90.3
N#Cc1ccc(Cn2c(-c3nonc3N)nc3ccccc32)cc1 | 57.8 | 60.0 | 66.0 | 79.9 | 79.8 | 79.2 | 83.6 | 88.9
COc1cc(C(=O)Nc2nc3c(cc4c5c(cccc53)CC4)s2)cc(OC)c1OC | 77.9 | 98.8 | 68.1 | 96.4 | 83.7 | 80.1 | 73.7 | 99.8
CCOC(=O)n1cc(-c2nonc2-c2cn(C)c3ncccc23)c2cc(F)ccc21 | -7.2* | 84.0 | 61.2 | 68.2 | 66.7 | 10.4 | 27.2 | 93.1
COc1cc(/C(=C2/O[C@@H]([C@H](O)CO)[C@H]3OC(C)(C)O[C@@H]23)c2ccc3ccccc3c2)cc(OC)c1OC | 104.2 | 33.7 | 70.4 | 95.2 | 91.2 | 96.4 | 97.4 | 108.8
Cn1c(=O)sc2ccccc21 | 106.0 | 93.7 | nt | 98.8 | 94.7 | 96.2 | 101.7 | 112.8
Oc1ccc(SCCCCCCSc2ccc(O)cc2)cc1 | 79.2 | 61.5 | 98.1 | 51.6 | nt | 62.7 | 42.3 | 45.9
Fc1ccc(OCc2n[nH]c(=S)n2-c2ccccc2)cc1 | 102.9 | 113.5 | 99.9 | 106.7 | 162.1 | 98.7 | 97.6 | nt
CCOC(=O)C1=C(C)n2nc(CC#N)c(C#N)c2NC1c1ccc(C2Nc3c(C#N)c(CC#N)nn3C(C)=C2C(=O)OCC)cc1 (stereo not drawn) | 104.0 | 102.4 | 112.4 | 86.8 | 105.4 | 98.7 | 92.6 | 90.2
CC(C)(C)n1cc(-c2ccnc(NCCNS(=O)(=O)c3ccc(Cl)cc3)c2)c(-c2cccc(F)c2)n1 | 88.8 | 42.7 | 53.2 | 91.8 | 77.2 | 77.4 | 75.5 | 97.7
CCOC(=O)c1sc2nc(/C=C/c3cccc(OC)c3OC)[nH]c(=O)c2c1C | 86.8 | nt | 95.3 | 109.9 | 118.8 | 104.1 | 102.3 | 117.9
CCCCOC(=O)C1OC(Oc2ccc3c(C)cc(=O)oc3c2)[C@@H](O)C(O)C1O (stereo partly drawn) | 103.5 | 93.3 | 100.8 | 104.5 | 108.8 | nt | 91.5 | 103.5
Clc1nc2ccccc2cc1Cn1nnnc1Cc1ccccc1 | 90.2 | 83.9 | 97.8 | 75.6 | 82.5 | 65.5 | 93.2 | 88.4
O=C1/C(=C/c2cc3cc4c(cc3nc2Cl)OCCO4)SC(=S)N1CCc1ccc(O)cc1 | 106.9 | nt | 50.9 | 95.5 | 63.5 | 78.1 | 95.9 | 105.0
COc1ccc(NC(=O)C2CCC(=O)N2)cc1OC (stereo not drawn) | 99.0 | 87.5 | 97.6 | 97.4 | 96.2 | 101.7 | 102.5 | 95.3
O=S(=O)(c1ncsc1-c1ccccc1)N1CCOCC1 | 96.2 | 105.0 | 103.3 | 104.0 | 108.3 | 102.9 | 93.8 | 108.7
CC(C)[C@H]1C(=O)O[C@H](C(C)C)C(=O)N1C | 55.6 | 85.2 | 62.2 | 86.7 | 84.8 | 83.1 | 94.9 | 87.1
CS(=O)(=O)c1ccc(C(=O)N2N=C(c3ccccc3)CC2c2ccc3c(c2)OCO3)cc1 (stereo not drawn) | 90.1 | 90.9 | 59.9 | 96.2 | 52.4 | 78.5 | 84.1 | 86.3
Cc1nc2n(c1CCC(=O)O)CCCC2 | 114.4 | 84.6 | nt | 117.1 | 94.8 | 96.2 | 104.6 | 105.3
CSc1nc2sc3cc(Cl)c(Cl)cc3n2c(=N)c1C#N | 72.6 | 106.3 | 115.5 | 83.7 | 95.5 | 89.4 | 60.5 | nt
COc1ccc(-c2nn(-c3cccc(NC(=O)c4cc(C(F)(F)F)cc(C(F)(F)F)c4)c3)cc2-c2ccncc2)cc1Cl | 61.4 | 36.3 | 31.3 | 74.0 | 69.5 | 51.5 | 54.2 | 87.3
CC/C=C\C/C=C\C[C@H](O)C/C=C1/C(=O)C=C[C@H]1C/C=C\CCC(=O)OC | 28.3[8.25 µM] | 7.4*[8.25 µM] | 5.5*[8.25 µM] | 21.0[8.25 µM] | 32.7[8.25 µM] | 16.7[8.25 µM] | 28.1[8.25 µM] | 14.6[8.25 µM]
Clc1ccc(/C=C/c2ccccn2)cc1 | 38.3 | 98.2 | 106.9 | 98.9 | 86.9 | 44.1 | 25.9 | nt
NC(=O)c1c(NC(=O)c2ccc3c(c2)OCO3)sc2c1CCC(=O)C2 | -35.3* | -19.6* | 1.3* | -20.5* | -20.8* | -39.7* | -7.9* | -6.1*
O=C(Nc1ccccc1-c1nn(C(=S)Nc2ccccc2)c(=S)n(C(=S)Nc2ccccc2)c1=O)C(F)(F)F | 76.4 | 71.8 | 72.1 | 80.1 | 72.0 | 57.7 | 65.0 | 87.2
O=C(Nc1cccnc1)c1cccs1 | 56.3 | 65.9 | 29.1 | 62.4 | 38.9 | 102.3 | 33.3 | 81.7
CCCCCCCCCCCCCCCCC(Oc1ccc(Cl)cc1Cl)C(=O)O (stereo not drawn) | 99.8 | 108.7 | 101.8 | 97.0 | 104.9 | 103.5 | 92.5 | 113.8
O=C(CCCCCC1CCCCC1)OCCCl | 108.0 | 103.5 | 110.9 | 99.8 | 108.2 | 101.7 | 95.7 | 105.0
CCOC(=O)C[C@@H]1C(=O)N2CC[C@@]3(C(=O)Nc4ccccc43)[C@@H]2C[C@H]1C(=O)OCC | 91.0 | 91.8 | 93.5 | 103.1 | 97.1 | 98.6 | 87.3 | 105.8
Cn1cc(-c2csc(-c3c[nH]c4ccc(Br)cc34)n2)c2cnccc21 | -70.5* | -30.9* | -53.8* | -81.4* | -58.3* | -51.5* | -68.6* | 7.2*
Cc1cc(CCNC=O)c(C)c2c1oc1ccccc12 | 83.8 | 111.6 | 95.5 | 78.4 | 93.5 | 96.9 | 104.8 | 93.1
CC(=O)COc1ccc(Cl)cc1Cl | 92.4 | nt | nt | 105.0 | nt | 98.7 | 104.4 | 110.5

In a second layout: six of the compounds above.
Under each structure: MDA-MB-468	SR	K-562	MDA-MB-231	MOLT-4	T-47D	MCF7	BT-549
Clc1ccc(/C=C/c2ccccn2)cc1
  38.3	98.2	106.9	98.9	86.9	44.1	25.9	nt
NC(=O)c1c(NC(=O)c2ccc3c(c2)OCO3)sc2c1CCC(=O)C2
  -35.3*	-19.6*	1.3*	-20.5*	-20.8*	-39.7*	-7.9*	-6.1*
O=C(Nc1ccccc1-c1nn(C(=S)Nc2ccccc2)c(=S)n(C(=S)Nc2ccccc2)c1=O)C(F)(F)F
  76.4	71.8	72.1	80.1	72.0	57.7	65.0	87.2
O=C(Nc1cccnc1)c1cccs1
  56.3	65.9	29.1	62.4	38.9	102.3	33.3	81.7
CCCCCCCCCCCCCCCCC(Oc1ccc(Cl)cc1Cl)C(=O)O (stereo not drawn)
  99.8	108.7	101.8	97.0	104.9	103.5	92.5	113.8
O=C(CCCCCC1CCCCC1)OCCCl
  108.0	103.5	110.9	99.8	108.2	101.7	95.7	105.0

More records.
compound | MDA-MB-468 | SR | K-562 | MDA-MB-231 | MOLT-4 | T-47D | MCF7 | BT-549
Cc1[nH]c(C2CC(c3ccc(C(F)(F)F)c(F)c3)=NN2c2ccccc2)c(C)c1C(=O)NCC(F)(F)F (stereo not drawn) | 86.5 | 81.6 | 76.0 | 88.8 | 58.3 | 65.9 | 56.5 | 103.5
CN(CCCCCl)P(=O)(OCc1ccc([N+](=O)[O-])o1)C(F)(F)c1ccc(CC(=O)NC[C@@H](O)/C=C\[C@@H](O)[C@H](CO)Cc2ccccc2)cc1 (stereo partly drawn) | 55.0 | 47.7 | 50.2 | 89.3 | 93.5 | 75.5 | 59.9 | 90.7
Cc1nn(-c2ccccc2)c(Oc2c(Cl)cccc2Cl)c1/C=N/N=c1\sc2ccccc2n1C | 39.7 | 16.6 | 28.3 | 51.3 | 18.6 | 47.2 | 45.5 | 63.6
COc1ccccc1/C=C/C(=O)c1nnn(-c2ccc(F)cc2)c1C | 38.2 | 13.2 | 8.8* | 65.6 | 45.0 | 54.9 | 7.5* | 62.0
CCOC(=O)c1nc2c3ccccc3cnn2c1C(=O)c1ccc(OC)cc1 | 105.3 | 90.6 | 96.9 | 81.7 | 88.7 | 85.9 | 80.8 | 98.2
C/C(=N/NC(N)=S)c1ccc(O)cc1 | 17.3 | 73.4 | 44.4 | nt | 70.3 | nt | 14.4 | 51.9
COc1c(B(O)O)cccc1-c1nc2ccc3n[nH]c(F)c3c2c2c1CCCC2 | 71.9 | nt | 92.9 | 28.9 | 37.8 | 105.5 | 61.5 | 5.1*
Cc1cc(=O)oc2cc(OCCCCOc3ccc(/C=C/C(=O)Nc4ccccc4Cl)cc3)ccc12 | 125.7 | 94.0 | 103.6 | 96.8 | 103.4 | 96.9 | 94.3 | 109.7
O=C(CCc1nnc(Cn2cncn2)o1)c1nc2ncccc2[nH]1 | 108.2 | 105.4 | 94.7 | 107.8 | 102.9 | 97.4 | 100.6 | 95.4
Cn1c(=O)[nH]c(=O)c2nc(CC(=Nc3ccc(Cl)cc3)c3ccccc3)c(=O)[nH]c21 | 86.1 | 94.7 | 48.9 | 89.7 | 97.2 | 82.2 | 89.7 | 89.3
CCc1ccc(C(C)(C)C(CC(=O)O)C(=O)O)cc1 (stereo not drawn) | 98.5 | 94.2 | 103.2 | 96.6 | 97.2 | 107.3 | 97.8 | 92.4
O=C(CCl)N1c2cccc3cccc(c23)N(C(=O)CCl)C1c1cn(-c2ccccc2)nc1-c1cccc([N+](=O)[O-])c1 | 101.2 | 17.8 | 33.3 | 85.7 | 34.7 | 87.7 | 51.6 | 98.5
CC1=C(c2cc(-c3ccccc3O)[nH]c(=O)n2)C(c2ccccc2)NC(=S)N1 (stereo not drawn) | 96.4 | 104.0 | 98.9 | 94.2 | 102.7 | 95.0 | 101.9 | 92.0
Cc1c(Cc2cc(C(C)(C)C)c(O)c(C(C)(C)C)c2)c(C)c(Cc2cc(C(C)(C)C)c(O)c(C(C)(C)C)c2)c(C)c1Cc1cc(C(C)(C)C)c(O)c(C(C)(C)C)c1 | 93.3 | 15.3 | 92.4 | 111.4 | 95.6 | 103.4 | 100.9 | 102.8
Clc1ncnc2c1ncn2C1CCCO1 (stereo not drawn) | nt | 108.3 | 100.2 | 105.1 | 97.2 | 94.2 | 99.7 | 104.3
CCN1CCN(C(=O)[C@]23CCC(C)(C)C[C@@H]2C2=CC[C@@H]4[C@@]5(C)C/C(=C/c6cccnc6)C(=O)C(C)(C)[C@@H]5CC[C@@]4(C)[C@]2(C)CC3)CC1 | -6.4* | 4.8* | 6.7* | 40.7 | 4.2* | 20.1 | 5.7* | 25.7
O=C(CC(CC(=O)c1ccccc1)c1ccccc1O)c1ccccc1 | 100.2 | 92.9 | 89.4 | 90.4 | 104.8 | 83.0 | 89.3 | nt
COc1cc(-c2csc(NC(=O)Nc3cc(Cl)cc(Cl)c3)n2)cc(OC)c1OC | -6.7* | -4.6* | 32.4 | -14.5* | 16.3 | -41.5* | 8.0* | 11.5
c1ccc(-c2nc3ccccc3s2)cc1 | 96.4 | 103.2 | 102.3 | 68.5 | 103.0 | nt | 80.3 | 96.8
Cc1nc2sccn2c1CO | nt | 107.5 | 115.9 | 91.7 | 104.0 | 108.2 | 108.3 | 46.5
Nc1ncnc2c1ccn2-c1cccc(NC(=O)Nc2cc(C(F)(F)F)cc(C(F)(F)F)c2)c1 | 102.4 | 83.0 | 94.3 | 103.9 | 90.5 | 93.8 | 93.5 | 93.8
Nc1ccc2c(c1)C(=O)CCC2 | 104.1 | 93.9 | 110.9 | 99.6 | 99.9 | 100.0 | 89.3 | 89.1
Cc1cc(Br)ccc1Nc1nc(N)nc(N)c1N=O | 104.2 | 115.3 | 111.4 | 105.4 | 103.0 | 81.6 | 84.6 | 101.1
